# Pf Dd2 inh = P. falciparum Dd2 growth inhibition. SYBR Green, 72 h; hits give low values. activity change, % at 10 µM. 2.3% of 94,000 active. AID 1159554; in the data active = activity change below about -80%; inconclusive = no clear call, values can overlap the other calls
# Tcruzi prolif = T. cruzi proliferation inhibition; inhibition, % at 8.34 µM; T. cruzi beta-gal in NIH3T3, GalScreen luminescence, 90 h; 5.9% of 77,000 active; AID 624255;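 active = mean inhibition above about 93%, with at least 55% of replicates each passing it, limit read from the data, passing the limit was not always enough; inconclusive = only one of those two conditions holds; inactive = neither condition holds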
# KDM4C inh = blocks human GASC-1 (KDM4C) demethylase activity | Q9H3R0 | GST-KDM4C 2-372, H3K9me3 peptide, LANCE TR-FRET | inhibition, % at 12.5 µM | 0.15% of 96,000 active;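 active = mean replicate inhibition above about 25%, with at least 55% of replicates also reaching it, limit read from the data, passing the limit was not always enough; inconclusive = only one of those two conditions met; inactive = neither condition met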
# Target sequence (Q9H3R0 2-372 limits assumed): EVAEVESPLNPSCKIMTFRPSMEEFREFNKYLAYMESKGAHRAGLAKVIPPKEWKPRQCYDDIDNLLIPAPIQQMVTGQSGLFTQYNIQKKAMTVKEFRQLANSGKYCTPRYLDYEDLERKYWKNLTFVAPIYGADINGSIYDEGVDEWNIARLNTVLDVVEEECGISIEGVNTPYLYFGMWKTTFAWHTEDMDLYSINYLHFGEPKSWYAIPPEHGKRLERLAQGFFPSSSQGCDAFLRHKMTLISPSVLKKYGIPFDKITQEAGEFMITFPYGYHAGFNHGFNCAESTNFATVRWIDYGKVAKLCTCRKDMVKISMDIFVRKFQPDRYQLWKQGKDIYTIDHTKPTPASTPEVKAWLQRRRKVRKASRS
#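 System: N-terminal GST-fused human GASC-1 (KDM4C) fragment, residues 2-372; amount: enzyme final amount 10 nM; incubation: reaction 30 min RT, detection step 1 h RT; medium: HEPES buffer, pH 7.5, plus ascorbate; technique: LANCE TR-FRET, Eu antibody, ULight-streptavidin, EDTA, ex 340 nm, em 618/671 nm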
# C diff growth = inhibitors of Clostridium difficile growth. Clostridium difficile clinical isolate growth, OD600, 24 h; hits give low values. growth activity, negative = inhibition, % at 16 µg/mL (by protocol). 0.25% of 86,000 active. AID 1259249;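 active = mean growth activity at or below -80% and every replicate also at or below -80%; inconclusive = mean at or below -80% but some replicate above -80%; inactive = mean growth activity above -80%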;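 also: 0% = DMSO wells and -100% = levofloxacin 16 µg/mL wells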
# * marks the source's active call; other numbers are inactive results; u = inconclusive; x = not tested or not shown; & = joins results of further samples.
SMILES,Pf Dd2 inh,Tcruzi prolif,KDM4C inh,C diff growth
Cc1noc(C)c1NC(=O)Nc1ccc2c(c1)C(=O)N([C@@H](C)CO)C[C@@H](C)[C@H](CN(C)CC1CC1)OCCCC[C@H](C)O2,44,72,0.1,2
CC(=O)N1[C@@H]2c3cccc(=O)n3C[C@H]1[C@H](CO)[C@H]2C(=O)N[C@H](C)c1ccccc1,0,x,-1.3,-6
CCCNC(=O)C[C@H]1C[C@H]2c3cc(NC(=O)c4cccnc4)ccc3O[C@H]2[C@H](CO)O1,6,-95,-0.2,2
C[C@H](CO)N1C[C@H](C)[C@H](CN(C)C(=O)Cc2ccccc2)OCCCC[C@H](C)Oc2ccc(NC(=O)C3CCCCC3)cc2C1=O,-25,49,1.6,-9
O=C(Nc1cccc(F)c1)N1CCCCN2[C@H](CO)[C@H](c3ccc(-c4ccccc4F)cc3)[C@H]2C1,-28,101*,-1.8,-29
C[C@@H]1CN([C@H](C)CO)C(=O)c2cc(NC(=O)Nc3ccccc3)ccc2O[C@@H](C)CCCCO[C@H]1CN(C)C,-19,18,-2.3,3
CCC(=O)Nc1ccc2c(c1)OC[C@H](C)N(Cc1ccccc1C(=O)O)C[C@@H](C)[C@@H](OC)CN(C)C2=O,-63,-27,-0.7,x
Cc1noc(C)c1NC(=O)Nc1ccc2c(c1)CC(=O)N([C@H](C)CO)C[C@@H](C)[C@@H](CN(C)S(=O)(=O)c1cccs1)O2,3,-2,2.2,2
CCC(=O)N1C[C@@H]2[C@H](c3ccccc31)[C@H](CO)N2C(=O)CC,-35,75,0.0,3
CNC[C@H]1OCCCC[C@H](C)Oc2ccc(NC(=O)c3ccccc3)cc2C(=O)N([C@H](C)CO)C[C@H]1C,-5,11,-0.2,-1
Cc1ccc(S(=O)(=O)NCC[C@@H]2CC[C@H](NC(=O)c3cnccn3)[C@H](CO)O2)cc1,9,77,-0.6,x
O=C(c1ccccc1)N1[C@@H](CO)[C@@H](c2ccccc2)C12CN(Cc1nccs1)C2,-30,x,-0.6,-4
CCCNC(=O)N(C)C[C@H]1Oc2ncc(-c3ccc(C(=O)N(C)C)cc3)cc2C(=O)N([C@@H](C)CO)C[C@H]1C,23,28,-1.1,5
Cc1ccc(S(=O)(=O)N(C)C[C@@H]2OCCCC[C@H](C)Oc3ccc(NC(=O)Nc4c(C)noc4C)cc3C(=O)N([C@H](C)CO)C[C@@H]2C)cc1,-58,-7,0.0,-9
COCC(=O)N1CCCCN2[C@@H](CO)[C@@H](c3ccc(C#Cc4cccnc4)cc3)[C@@H]2C1,-32,30,0.9,3
COc1ccc(CN(C)C[C@H]2Oc3ccc(NC(=O)Nc4ccc5c(c4)OCO5)cc3C(=O)N([C@@H](C)CO)C[C@H]2C)cc1,32,-12,0.9,0
C[C@@H]1CN([C@H](C)CO)S(=O)(=O)c2ccc(C#CC3CCCC3)cc2O[C@@H]1CN(C)Cc1cncnc1,9,x,-0.4,x
N#C[C@H]1N[C@H](CO)[C@@H]1c1ccc(C#Cc2ccccc2F)cc1,4,24,4.6,5
CCCNC(=O)N1CC2(CN(CC3CCCCC3)C2)c2c(n(C)c3cc(OC)ccc23)[C@H]1CO,-38,x,9.6,-12
CNC[C@H]1OCc2cn(nn2)CCCC(=O)N([C@H](C)CO)C[C@H]1C,5,u,3.7,1

# Fetched by compound from the entries so far:
SMILES,Pf Dd2 inh,Tcruzi prolif,KDM4C inh,C diff growth
Cc1ccc(S(=O)(=O)N(C)C[C@@H]2OCCCC[C@H](C)Oc3ccc(NC(=O)Nc4c(C)noc4C)cc3C(=O)N([C@H](C)CO)C[C@@H]2C)cc1,-58,-7,0.0,-9
N#C[C@H]1N[C@H](CO)[C@@H]1c1ccc(C#Cc2ccccc2F)cc1,4,24,4.6,5
C[C@@H]1CN([C@H](C)CO)S(=O)(=O)c2ccc(C#CC3CCCC3)cc2O[C@@H]1CN(C)Cc1cncnc1,9,x,-0.4,x
Cc1ccc(S(=O)(=O)NCC[C@@H]2CC[C@H](NC(=O)c3cnccn3)[C@H](CO)O2)cc1,9,77,-0.6,x

# Additional entries.
SMILES,Pf Dd2 inh,Tcruzi prolif,KDM4C inh,C diff growth
CO[C@H]1CN(C)C(=O)c2cc(NC(=O)c3ccc(F)cc3)ccc2OC[C@@H](C)N(C(=O)CN(C)C)C[C@H]1C,27,31,0.8,2
O=C([C@@H]1N[C@@H]2c3ccc(-c4ccc(F)cc4)c(=O)n3C[C@@H]2[C@H]1CO)N1CCc2ccccc2C1,-14,-32,-8.6,6
COc1cccc(C(=O)Nc2ccc3c(c2)OC[C@@H](C)N(C)C[C@H](C)[C@@H](OC)CN(C)C3=O)c1,-31,-26,-1.3,-5
C[C@H](CO)N1C[C@H](C)[C@H](CN(C)S(=O)(=O)c2cn(C)cn2)Oc2cc(C#Cc3cccc(F)c3)ccc2S1(=O)=O,-43,42,-1.5,-1
C[C@@H]1CN([C@H](C)CO)C(=O)c2cccc(NC(=O)Nc3ccc(F)cc3)c2O[C@H]1CN(C)C(=O)Nc1ccc(F)cc1,7,35,-1.4,6
O=C(c1ccncc1)N1C[C@H]2[C@@H](c3ccccc31)[C@H](CO)N2C(=O)c1ccccc1F,-1,2,-1.3,3
COCC(=O)Nc1ccc2c(c1)C(=O)N(C)[C@@H]1CC[C@@H](CC(=O)NCCc3ccccc3)O[C@H]1CO2,20,-11,-0.8,-4
C/C=C/c1ccc(C2[C@H]3CNC[C@@H]2N3C(=O)NCCC)cc1 (stereo partly specified),3&-10,x,0.2&-0.4,1&-11
Cc1ccc(S(=O)(=O)N[C@@H]2CC[C@H](CCn3cc(C4CCCCC4)nn3)O[C@H]2CO)cc1,-9,-6,-1.5,-3
O=C(NCC[C@H]1CC[C@H](NS(=O)(=O)c2ccc(Cl)cc2)[C@H](CO)O1)Nc1ccc(F)cc1,3,x,-0.2,-3
Cc1noc(C)c1NC(=O)N(C)C[C@@H]1Oc2ccc(NC(=O)Nc3ccc(F)cc3)cc2CC(=O)N([C@@H](C)CO)C[C@H]1C,21,-15,0.3,0
CC(C)c1cn(CC[C@H]2CC[C@@H](NS(=O)(=O)c3ccc(Cl)cc3)[C@@H](CO)O2)nn1,-49,-51,-1.9,-2
C[C@@H](C(=O)N(C)C[C@H]1OCc2ccccc2-c2c(n(C)c3ccccc23)C(=O)N([C@@H](C)CO)C[C@@H]1C)c1ccccc1,-70,x,1.9,2
CC(C)NC(=O)N(C)C[C@@H]1Oc2ccc(NC(=O)Nc3ccc(F)cc3)cc2CC(=O)N([C@@H](C)CO)C[C@@H]1C,22,24,0.7,-9
N#Cc1ccc(-c2ccc([C@H]3[C@@H](CO)N4C(=O)CNC[C@@H]34)cc2)cc1,18,x,0.0,7
O=C(N[C@@H]1CC[C@H](CCn2cc(-c3ccccn3)nn2)O[C@@H]1CO)c1ccncc1,7,2,-0.6,-1
C[C@@H]1CCCCO[C@H](CN(C)C(=O)Nc2ccc(C(F)(F)F)cc2)[C@H](C)CN([C@H](C)CO)C(=O)c2cc(NC(=O)Nc3cccc4ccccc34)ccc2O1,-87*,78,-1.7,-8
COc1ccc(CNC(=O)C[C@@H]2C[C@@H]3c4cc(NC(=O)C5CCC5)ccc4O[C@@H]3[C@H](CO)O2)cc1,-1,-100,-1.2,-1
COc1cccc(S(=O)(=O)N[C@@H]2CC[C@@H](CCNC(=O)Cc3ccncc3)O[C@H]2CO)c1,6,81,0.4,9
COc1ccc(-c2ccc([C@@H]3[C@H]4CN(C(=O)C5CCCC5)CC(=O)N4[C@H]3CO)cc2)cc1,-66,x,-0.3,-4

# Some of the entries above in another layout:
SMILES	Pf Dd2 inh	Tcruzi prolif	KDM4C inh	C diff growth
N#Cc1ccc(-c2ccc([C@H]3[C@@H](CO)N4C(=O)CNC[C@@H]34)cc2)cc1	18	x	0.0	7
O=C(N[C@@H]1CC[C@H](CCn2cc(-c3ccccn3)nn2)O[C@@H]1CO)c1ccncc1	7	2	-0.6	-1

# Going on with the list:
SMILES,Pf Dd2 inh,Tcruzi prolif,KDM4C inh,C diff growth
C[C@H]1CN([C@@H](C)CO)S(=O)(=O)c2ccc(C#Cc3ccc(F)cc3)cc2O[C@H]1CN(C)S(C)(=O)=O,-36,118*,1.4,15
CCCNC(=O)N1CC2(C1)[C@H](c1ccccc1)[C@H](CO)N2CC1CCOCC1,5,x,1.7,-4
C[C@H]1CN([C@@H](C)CO)C(=O)c2cc(NS(=O)(=O)c3cn(C)cn3)ccc2O[C@@H]1CN(C)Cc1ccccc1,20,-12,-1.1,1
O=C(N[C@@H]1C=C[C@@H](CC(=O)N2CCOCC2)O[C@H]1CO)c1ccc2c(c1)OCO2,6,-43,1.9,6
CCC(=O)N1CC2(C1)[C@@H](c1ccccc1)[C@@H](CO)N2C(=O)c1ccccc1,-20,x,0.9,-4
C[C@@H]1CN([C@H](C)CO)C(=O)c2cc(NS(C)(=O)=O)ccc2O[C@H]1CN(C)Cc1ccccc1,28,18,0.8,1
C/C=C/c1ccc([C@H]2[C@@H](CNC(=O)NC(C)C)N(C(=O)C3CCC3)[C@H]2CO)cc1,-8,7,-0.8,-4
Cc1ccc(S(=O)(=O)N(C)C[C@@H]2Oc3ccc(NS(=O)(=O)c4cn(C)cn4)cc3CC(=O)N([C@@H](C)CO)C[C@H]2C)cc1,12,16,-1.6,x
O=S(=O)(c1ccccc1F)N1CC[C@@H]2[C@@H](CO)Nc3ccc(-c4ccccc4)cc3[C@@H]21,16,70,-7.0,59
CCC(=O)NC[C@@H]1[C@@H](c2ccccc2)[C@H](CO)N1C(=O)C1CC1,-31,31,1.6,6
O=C(C[C@H]1CC[C@@H](NC(=O)c2ccccn2)[C@@H](CO)O1)NCc1cc(F)cc(F)c1,-5,32,2.1,-1
CC(C)NC(=O)Nc1cccc2c1O[C@@H](CN(C)Cc1ccc3c(c1)OCO3)[C@H](C)CN([C@H](C)CO)C2=O,-3,x,0.0,-2
C/C=C/c1cnc2c(c1)C(=O)N([C@H](C)CO)C[C@@H](C)[C@H](CN(C)Cc1cccc(C(=O)O)c1)O2,28,x,1.2,-8
CO[C@H](CN(C)S(=O)(=O)c1cccc(Cl)c1)[C@@H](C)CN([C@@H](C)CO)S(=O)(=O)c1cccc(Cl)c1,-30,109*,-0.8,x
CN1CCN(C(=O)C[C@H]2CC[C@H]3[C@@H](COC[C@H](O)CN3CC3CC3)O2)CC1,4,15,0.4,-7
C[C@@H]1CN([C@@H](C)CO)C(=O)c2cc(NS(=O)(=O)c3ccc(F)cc3)ccc2O[C@H]1CN(C)S(=O)(=O)c1cccs1,-14,52,0.1,5
C[C@H]1CN([C@@H](C)CO)C(=O)Cc2cc(NC(=O)C3CC3)ccc2O[C@H]1CN(C)Cc1ccc(C(=O)Nc2ccccc2N)cc1,-38,18,1.8,-2
C[C@H]1CCCCO[C@@H](CN(C)Cc2ccc(C(=O)O)cc2)[C@@H](C)CN([C@@H](C)CO)C(=O)c2cc(NS(=O)(=O)c3cccs3)ccc2O1,11,25,0.2,5
COc1ccccc1NC(=O)N1CC(=O)N2[C@H](CO)[C@H](c3ccc(C#CC(C)C)cc3)[C@H]2C1,-45,x,-0.6,-8
O=C(c1ccccn1)N1CC[C@@H]2[C@H]1c1cc(-c3ccccc3F)ccc1N[C@@H]2CO,-8,90,0.6,-26
O=C(C[C@@H]1CC[C@@H]2[C@H](COC[C@@H](O)CN2S(=O)(=O)c2ccc(F)cc2)O1)NCc1ccc(Cl)c(Cl)c1,-15,24,0.3,-8
C[C@H](CO)N1C[C@H](C)[C@H](CN(C)C(=O)Cc2ccccc2)Oc2cc(-c3cncnc3)ccc2S1(=O)=O,-4,x,18,-1
COc1ccc(NC(=O)N(C)C[C@H]2Oc3ccc(NS(=O)(=O)c4ccc(Cl)cc4)cc3C(=O)N([C@@H](C)CO)C[C@@H]2C)cc1,-21,-12,-0.1,-3
C[C@@H]1CN([C@@H](C)CO)C(=O)c2cccc(NC(=O)C3CCOCC3)c2O[C@@H]1CN(C)S(=O)(=O)c1ccccc1,-4,x,0.4,7&2
C[C@@H]1CCCCO[C@H](CN(C)C(=O)Nc2ccc3c(c2)OCO3)[C@@H](C)CN([C@H](C)CO)C(=O)c2cc(NS(=O)(=O)c3cccs3)ccc2O1,31,32,-1.4,-3
C[C@@H]1CN([C@@H](C)CO)C(=O)c2cc(NS(C)(=O)=O)ccc2O[C@@H](C)CCCCO[C@H]1CN(C)S(=O)(=O)c1ccc(F)cc1,-55,35,0.4,-3
C[C@@H]1CN([C@H](C)CO)C(=O)c2cc(C3=CCCCC3)cnc2O[C@H]1CN(C)S(=O)(=O)c1cn(C)cn1,0,x,-0.9,-2
COc1ccc(NC(=O)N(C)C[C@@H]2Oc3ccc(NC(=O)Nc4c(C)noc4C)cc3CC(=O)N([C@H](C)CO)C[C@@H]2C)cc1,35,23,-0.3,-5
O=C(Nc1ccc2c(c1)OCO2)N[C@@H]1CC[C@H](CCNC(=O)C2CCC2)O[C@@H]1CO,-7,x,1.0,2

# Screening results as filed in PubChem BioAssay.
